# Compound activity (PubChem)
# IDH1 R132H inh: qHTS for Inhibitors of mutant isocitrate dehydrogenase 1 (IDH1): qHTS; IDH1-R132H enzyme, NADPH consumption, diaphorase/resazurin fluorescence; Potency, µM (doses to about 76.6 µM), for inactives: top-dose activity change, negative = inhibition, hits mostly inhibitors; 390,000 tested, 0.093% active; also: % is scaled to controls: 0 for no effect and ±100 for the full control effect; nearly all actives have a fitted effect of over 65% in size
# Target sequence (O75874 whole entry R132H, stated change not applied): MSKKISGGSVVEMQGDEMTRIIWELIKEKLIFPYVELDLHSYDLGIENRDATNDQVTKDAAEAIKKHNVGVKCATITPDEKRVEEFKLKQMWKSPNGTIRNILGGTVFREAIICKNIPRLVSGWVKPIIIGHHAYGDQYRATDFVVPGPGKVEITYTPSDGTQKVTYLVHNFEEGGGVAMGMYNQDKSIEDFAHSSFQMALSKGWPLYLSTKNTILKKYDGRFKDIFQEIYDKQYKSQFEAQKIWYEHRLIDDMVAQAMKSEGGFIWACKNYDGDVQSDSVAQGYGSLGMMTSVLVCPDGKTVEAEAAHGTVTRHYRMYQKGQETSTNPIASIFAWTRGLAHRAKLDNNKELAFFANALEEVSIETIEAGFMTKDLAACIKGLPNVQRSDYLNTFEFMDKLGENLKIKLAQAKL
#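 IDH1-R132H (0.5 ug/mL dispensed) in pH 7.5 Tris buffer was preincubated 30 min with compound, then given a substrate mix of 0.016 mM NADPH and 2 mM alpha-KG for 80 min at room temperature; remaining NADPH was read by diaphorase/resazurin fluorescence.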
# Vif-A3G inh: qHTS for Inhibitors of Vif-A3G Interactions: qHTS; DNA dC->dU-editing enzyme APOBEC-3G (Homo sapiens), Q9HC16; HeLa A3G-eYFP + Vif (tagged APOBEC3G with the HIV-1 protein that degrades it), YFP fluorescence, overnight; Potency, µM (titrated, usually from 46.1 µM), for the others: top-dose activity, negative = active, usual class: inhibitors; 410,000 tested, 0.076% active;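 also: % is scaled to controls: 0 for no effect and ±100 for the full control effect; nearly all actives have a fitted effect of over 60% in size; hits raise eYFP signal because A3G escapes Vif-driven loss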
# Target sequence (Q9HC16 whole entry, looked up): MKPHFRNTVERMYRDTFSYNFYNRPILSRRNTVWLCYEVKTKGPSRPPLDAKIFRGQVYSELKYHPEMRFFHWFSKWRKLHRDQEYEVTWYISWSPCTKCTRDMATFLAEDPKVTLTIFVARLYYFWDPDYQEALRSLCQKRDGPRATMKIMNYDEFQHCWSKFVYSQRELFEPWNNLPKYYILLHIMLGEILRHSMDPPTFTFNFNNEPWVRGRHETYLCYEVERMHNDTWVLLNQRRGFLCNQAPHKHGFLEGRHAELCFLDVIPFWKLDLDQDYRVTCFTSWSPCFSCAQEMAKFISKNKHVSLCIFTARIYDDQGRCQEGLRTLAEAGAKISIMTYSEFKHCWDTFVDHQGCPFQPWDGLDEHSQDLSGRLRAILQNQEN
#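 Read-out is eYFP fluorescence (Ex 488/Em 500-530) from Vif-expressing HeLa A3G-eYFP cells; more signal means A3G escaped Vif-mediated degradation. Cells plated overnight, compound pinned in, incubated overnight at 37 deg C.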
# Vif-APOBEC3F blk: qHTS for Inhibitors of Vif-A3F Interactions: qHTS. HeLa A3F-eYFP + Vif (tagged APOBEC3F with the HIV-1 protein that degrades it), YFP fluorescence increase. Potency, µM (highest dose often 46.1 µM), inactives show top-dose activity, negative = active. 390,000 tested, 0.2% active. AID 602313, 2012; also: % of control where 0% means no effect; nearly all actives have a fitted effect of over 65% in size
#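 Fluorescence increase (Ex 488/Em 500-530) after overnight compound treatment at 37 deg C flags inhibition of Vif-driven A3F-eYFP loss in stable HeLa A3F-eYFP/Vif cells seeded overnight beforehand.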
# RXFP1 agonist: qHTS Assay for Agonists of the Relaxin Receptor RXFP1. Relaxin receptor 1 (Homo sapiens), Q9HBX9. HEK293T-RXFP1 cAMP TR-FRET, 30 min; response scale: percent of porcine relaxin response, buffer zero. Potency, µM (top dose mostly 57.5 µM), for inactives: at the top dose activation, hits mostly activators. 370,000 tested, 0.3% active. AID 2676, 2010; also: % is scaled to controls: 0 for no effect and ±100 for the full control effect; nearly all actives have a fitted effect of over 60% in size; many of its hits are not listed in these tables
#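 Agonist response is measured as cAMP accumulation in an RXFP1-transfected HEK293T line under PDE4 inhibition. Values are scaled between buffer-only and 29 nM porcine relaxin, and EC50s come from standard Hill equation fits.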
# TrxR1 inh: qHTS Assay for Inhibitors of Mammalian Selenoprotein Thioredoxin Reductase 1 (TrxR1): qHTS; Thioredoxin reductase 1, cytoplasmic (Rattus norvegicus), O89049; recombinant rTrxR1, NADPH fluorescence consumption, selenite substrate; Potency, µM (top dose mostly 114 µM), for the others: at the top dose activity change, negative = inhibition, most hits filed as inhibitors; 390,000 tested, 1% active; also: % is scaled to controls: 0 for no effect and ±100 for the full control effect; nearly all actives have a fitted effect of over 65% in size
#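 Rat TrxR1 (90 nM in the dispensed reagent) was pre-reduced with 400 uM NADPH for 5 min at room temperature, then incubated with compound for 15 min. After 400 uM selenite was added, NADPH fluorescence (Ex 340/Em 450 nm) was followed for 8 min.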
# TrxR1 substrate: qHTS Assay for Substrates of Mammalian Selenoprotein Thioredoxin Reductase 1 (TrxR1): qHTS; Thioredoxin reductase 1, cytoplasmic (Rattus norvegicus), O89049; purified TrxR1 substrate turnover, NADPH consumption readout; Potency, µM (titrated, usually from 114 µM), inactives show at the highest dose activity change, negative = substrate turnover; 390,000 tested, 0.01% active; AID 588456, 2011; also: % is scaled to controls: 0 for no effect and ±100 for the full control effect; nearly all actives have a fitted effect of over 50% in size
#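 Rat TrxR1, dispensed at 90 nM, was prereduced with 400 uM NADPH (final) for 5 min at ~22 deg C, then incubated with compound 15 min before 400 uM selenite. A first-read NADPH fluorescence drop versus no-compound background flagged substrates.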
# 12-LOX inh: Primary qHTS assay for inhibitors of human arachidonate 12S-lipoxygenase (ALOX12): Round 2; Polyunsaturated fatty acid lipoxygenase ALOX12 (Homo sapiens), P18054; purified 12hLO, xylenol orange hydroperoxide absorbance; Potency, µM (series often up to 108 µM), without a hit: at the highest dose activity change, negative = inhibition, actives largely listed as inhibitors; 580,000 tested, 1.1% active; also: % is scaled to controls: 0 for no effect and ±100 for the full control effect
#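 Hydroperoxide product was detected by ferrous iron/xylenol orange as the 573 to 405 nm absorbance ratio. Arachidonic acid at 40 uM (final) was turned over for 30 min at room temperature by 150 nM human 12hLO, pH 7.0 Hepes buffer, after 15 min compound preincubation.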
# RGS4 inh: Inhibitors of Regulator of G Protein Signaling (RGS) 4: qHTS; Regulator of G-protein signaling 4 (Homo sapiens), P49798; Transcreener GDP fluorescence polarization, RGS4-accelerated GTP hydrolysis; Potency, µM (titrated, usually from 114 µM), inactives show at the top dose activity change, negative = inhibition, actives largely listed as inhibitors; 390,000 tested, 0.039% active; AID 504845, 2011; also: % is scaled to controls: 0 for no effect and ±100 for the full control effect; nearly all actives have a fitted effect of over 75% in size; some results filed as inactive show a strong effect at the top dose
# Target sequence (P49798 whole entry, looked up): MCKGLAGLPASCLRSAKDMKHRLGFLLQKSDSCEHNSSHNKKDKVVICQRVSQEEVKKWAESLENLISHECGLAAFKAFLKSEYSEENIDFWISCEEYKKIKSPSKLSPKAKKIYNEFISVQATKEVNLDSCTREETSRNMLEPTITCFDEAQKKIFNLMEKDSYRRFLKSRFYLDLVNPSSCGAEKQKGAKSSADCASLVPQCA
#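 MLSMR compounds (23 nl, pin-transferred) preincubated 10 min at room temperature with a 500nM (2x) first reagent, then RGS4 at 900nM (2x) plus Transcreener GDP mix added; fluorescence polarization (620/688 nm) read before and after 90 min at 30 °C.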
# USP1 inh: Inhibitors of USP1/UAF1: Primary Screen; Potency, µM (titrated, usually from 57.1 µM), for inactives: top-dose activity change, negative = inhibition, usual class: inhibitors; Ubiquitin carboxyl-terminal hydrolase 1 (Homo sapiens), O94782; 390,000 tested, 0.23% active; recombinant USP1/UAF1, Ub-Rhodamine cleavage fluorescence; also: % is scaled to controls: 0 for no effect and ±100 for the full control effect; nearly all actives have a fitted effect of over 60% in size; inactives centre near -12
#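 High-throughput fluorogenic screen: 1nM USP1/UAF1 complex, Ub-Rho substrate 150nM final, 50mM HEPES pH 7.8 with 0.5mM EDTA, 0.1 mg/ml BSA, 1mM TCEP and 0.01% Tween-20.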
# The depositor's hits bear a star; ? = inconclusive; · = not tested or not shown; & = joins results of further samples; [ ] = another dose, or the depositor's remark. Calls follow the shape of the dose curve; as a rule, active = well fitted curve in the direction sought with a large enough effect; inconclusive = small, poorly fitted or top-dose-only effect, or another doubt; inactive = no such curve, though single readings can be large; an effect the other way counts as inactive or inconclusive. Potency is read from the fitted curve at half-maximal effect. Only part of the results is shown (hit frequency here may not be typical).
SMILES,IDH1 R132H inh,Vif-A3G inh,Vif-APOBEC3F blk,RXFP1 agonist,TrxR1 inh,TrxR1 substrate,12-LOX inh,RGS4 inh,USP1 inh
O=C(CCNS(=O)(=O)c1cccc2nsnc12)NCc1cccs1,-2%,-2%,-5%,-0.1%,-4%[57.1 µM],-2%[57.1 µM],-19%,-51%,0%
Cc1cccc(C(CC(=O)O)n2cccc2)c1 (stereo not given),-1%,-3%,3%,-1.8%,1%,3%,0%,-1%,-12%
CC1=NCCN1S(=O)(=O)c1cccc([N+](=O)[O-])c1,11%,2%,0%,-0.6%,-3%,-10%,-5%,8%,-12%
CCOc1ccccc1NC(=O)Cn1nnc(C(=O)NCCc2ccc(OC)c(OC)c2)c1N,1%,0%,4%,-0.6%,5%,4%,-1%,-6%[11.4 µM],-16%
CC(C)(C)OC(=O)N1Cc2ccccc2C[C@H]1C(=O)NCC(=O)NCC1CCCO1 (stereo not given in full),6%,4%,-12%,5.3%,18%,9%,-14%&-8%,-2%[11.4 µM],-16%
CC(=O)c1cccc(NC(=O)C2CCCN(S(=O)(=O)c3ccc(F)cc3)C2)c1 (stereo not given),2%,0%,-6%,-0.6%,11%[57.1 µM],11%[57.1 µM],65%,21%,-2%
CCOc1ccc2nc(N3C(=O)CNC3=S)sc2c1,-10%,-4%,?,-0.3%,0%,-8%,0%,1%,-27%
CC(C)(CNC(=O)/C=C/c1ccc(F)cc1)CNC(=O)/C=C/c1ccc(F)cc1,3%,1%,-5%,-0.1%,-6%[57.1 µM],1%[57.1 µM],-27%,-4%,-23%
CC(C)Cc1cc(C(=O)Nc2cc(Cl)ccc2Cl)no1,5%,-1%,-11%,-0.1%,5%[57.1 µM],-1%,15%&2%,8%,-9%
CCCCn1c(NC(=O)c2ccco2)c(S(=O)(=O)c2ccc(C)cc2)c2nc3ccccc3nc21,-3%,?,25µM*,20%,-8%[57.1 µM],16%[57.1 µM],?,-5%,?
O=S(=O)(c1ccc(Oc2ccc(F)c(Cl)c2)nc1)N1CCOCC1,0%,-2%,13%,2.7%,5%,-5%,-9%,19%,-3%
CC1(C)NC(=O)N(CC(=O)NNC(=O)c2ccccc2F)C1=O,-2%,1%,-4%,-0.9%,-1%,-1%,55%[activator],56%[activator],-17%
O=C(NC1CCCC1)c1nc2c(nnn2Cc2cccc(Cl)c2)c(=O)[nH]1,2%,-6%,-10%,0.4%,15%,0%,-21%,-18%,-16%
O=C(c1cccs1)c1coc2ccc(O)c(CN3CCOCC3)c12,17%,-5%,-11%,-0.7%,-10%,-9%,-7%,18%,0%
COc1ccc(/C(C)=N/NC(=O)c2nnn(-c3nonc3N)c2CN(C)c2ccccc2)cc1,-8%,0%,-15%,0.2%,15%,2%,-22%,8%,-24%

# Ordered by value in Vif-A3G inh (descending): 3 of the compounds above
canonical_smiles | IDH1 R132H inh | Vif-A3G inh | RXFP1 agonist | TrxR1 inh | TrxR1 substrate | 12-LOX inh | RGS4 inh | USP1 inh
CC1(C)NC(=O)N(CC(=O)NNC(=O)c2ccccc2F)C1=O | -2% | 1% | -0.9% | -1% | -1% | 55%[activator] | 56%[activator] | -17%
COc1ccc(/C(C)=N/NC(=O)c2nnn(-c3nonc3N)c2CN(C)c2ccccc2)cc1 | -8% | 0% | 0.2% | 15% | 2% | -22% | 8% | -24%
CCOc1ccc2nc(N3C(=O)CNC3=S)sc2c1 | -10% | -4% | -0.3% | 0% | -8% | 0% | 1% | -27%

# The listing continues.
SMILES,IDH1 R132H inh,Vif-A3G inh,Vif-APOBEC3F blk,RXFP1 agonist,TrxR1 inh,TrxR1 substrate,12-LOX inh,RGS4 inh,USP1 inh
COc1cccc(CNC(=O)CSc2nc3ccc(C)cc3[nH]2)c1,-2%,-9%,2%,7.4%,10%,0%,-1%,14%,-2%
NC(=O)c1ccc(NC(=O)c2cc(S(=O)(=O)N3CCCCC3)ccc2N2CCOCC2)cc1,-4%,1%,-13%,0.1%,14%,-2%,31%[activator],14%,-18%
Cc1ccccc1-c1nc(CS(=O)CC(=O)NC2CC2)c(C)o1 (stereo not given),10%,2%,-8%,0.3%,11%,-3%,-10%,-31%,-10%
COc1ccc(CNC(=O)/C=C/c2ccc(S(=O)(=O)NCc3ccco3)cc2)cc1OC,4%,-5%,-1%,1.4%,-9%[57.1 µM],1%[57.1 µM],1%,-14%,-19%
Cc1cc(=O)oc2ccc(OCC(=O)NCc3ccco3)cc12,4%,-1%,-5%,-0.3%,11%,11%,-26%,7%,-16%
Cc1ccc(NC(=O)C(C)N2C(=O)c3ccccc3C2=O)cc1S(=O)(=O)N1CCOCC1 (stereo not given),-3%,0%,-3%,0.1%,-19%,-12%,-6%,-8%,1%
Clc1ccccc1N=C1NN=C(c2cccs2)CS1,-14%,-1%,3%,0.7%,12%[57.1 µM],-1%[57.1 µM],39%[activator],?,-22%
Cc1cc(C)n(-c2ncc3c(n2)N(C)CCOC3=O)n1,-3%,1%,3%,1.6%,9%[57.1 µM],11%[57.1 µM],?,26%,-4%
CCOC(=O)Cn1nc(C)c(NC(=O)COc2cccc(Cl)c2)c1C,10%,0%,2%,-0.8%,44%[57.1 µM],-1%[57.1 µM],36%[activator],-15%,-9%
O=C(CCN1C(=O)CSc2ccccc21)Nc1ccc(OC(F)(F)F)cc1,4%,0%,3%,0.7%,10%,-3%,169%[activator],2%,-23%
CCOC(=O)c1c(C)oc2c1c(C=NCCC(=O)O)c(O)c1ccccc12,11%,0%,-26%,-3.8%,-27%[57.1 µM],-6%[57.1 µM],0%,2%,-23%
Clc1cccc(CN2CCc3c([nH]c4ccccc34)C2)c1Cl,-6%,?,-20%,-1.2%,1%[2.29 µM],-8%[57.1 µM],?,-23%,-26%
CCn1c(SCC(=O)Nc2cc(OC)ccc2OC)nc2c(c1=O)SCC2,3%,-4%,-3%,-3.7%,-14%,-12%,-4%,-7%,-6%
Cc1nnc(SCC(=O)Nc2ccc(Br)cn2)[nH]c1=O,8%,-2%,-7%,-1.8%,17%,0%,-9%,-51%,-20%
COc1ccc([C@@H]2[C@@H]3C(=O)N(C(C)(C)C)C(=O)[C@@H]3[C@]3(Cc4ccccc4)C(=O)N(c4cccc(Cl)c4)C(=O)N23)cc1,30%,-7%,-12%,-0.4%,29%,5%,-8%,-13%,-7%
CCCCc1ccc(NS(=O)(=O)c2cccc(C(=O)N3CCCN(C)CC3)c2)cc1,-8%,2%,-11%,-4.3%,-6%,0%,75%[activator],4%,1%
Cc1ccc(C)c(N2CCN(S(=O)(=O)c3c(C(=O)N4CCCCC4)c(C)n(C)c3C)CC2)c1,-2%,0%,-2%,0.3%,14%[57.1 µM],4%[57.1 µM],4%,-17%[56.9 µM],-24%
C=CS(=O)(=O)N(Cc1ccccc1)[C@H](CO)CC(C)C,10%,-6%&-9%,4%,·,23%&13%,4%&5%,10%,0%,?
O=C(CC1C[C@H](C(=O)N2CCCCC2)[C@@]2(CCc3ccccc3)c3[nH]c4ccccc4c3CCN2C1=O)NCc1ccco1 (stereo not given in full),-21%,-6%,-5%,·,20%,-3%,2%,-15%,-6%
COc1ccc(NC(=O)N(C)C[C@H]2Oc3ncc(C#C[C@@H](C)O)cc3C(=O)N([C@H](C)CO)C[C@H]2C)cc1,0%,2%,1%,·,·,·,-5%,·,-13%
Cc1nnc(SCCN2C(=O)c3ccccc3C2=O)nc1C,0%,0%,0%,·,5%[57.1 µM],6%[57.1 µM],26%,12%,-8%
Cc1nnc2sc(SCC(=O)Nc3nccs3)nn2c1=O,2%,1%,3%,13%,0%,-13%,14%,-28%,-16%
CCN1C(=O)[C@H]2[C@@H](c3ccc(C)cc3)N3C(=O)N(c4ccccc4)C(=O)[C@@]3(Cc3ccc(Cl)cc3)[C@H]2C1=O,3%,-5%,3%,3.7%,23%,-4%,·,3%,1%
C#CCN(CC=C)C(=O)c1ccc2nc(C3CCCCC3)oc2c1,0%,4%,-4%,0.3%,16%,6%,?,10%,-20%
Cc1cccc(N(C(=O)c2csnn2)C(C(=O)NCc2ccccc2)c2cccs2)c1 (stereo not given),-9%,0%,-8%,0.8%,19%,6%,20%,-4%,?
CCOC(=O)C1CCN(S(=O)(=O)c2cc(Br)cc3c2N(C(=O)C2CC2)CC3)CC1,13%,2%,0%,0.0%,24%[57.1 µM],2%[57.1 µM],-19%,27%,1%
CCc1cc2c(=O)c(-c3nc4ccccc4n3C)c(C)oc2c(CN(CC)CC)c1O,5%,0%,0%,-0.6%,-13%,28%,0%,-8%,-8%
